Dynein cargo inh = dynein cargo transport inhibition; z-score, hits read low; 3617.4 mouse cells, GR-EGFP nuclear translocation imaging; test concentration mostly 20 µM; stimulated with dexamethasone, 1 µM; stronger effect = lower value; hit rate 0.47% among 220,000;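 active = plate z-score of nuclear minus cytoplasmic receptor signal below a set negative limit, without overly bright fluorescence or cell loss, cut at about -3.5 in these data, passing the limit was not always enough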;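 also: z-score of nuclear minus cytoplasmic ring GR-EGFP intensity difference per well; some compounds called inactive have numbers as strong as hits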
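Schedule: 48 h induction, then 1 h compound, then 30 min agonist, 37 °C. Buffer or medium: tetracycline-free induction medium containing charcoal-stripped FBS. Reagent: 1.0 µM final dexamethasone stimulus. Evaluation: nuclear versus cytoplasmic GR-EGFP signal, averaged per well. Signal: high-content fluorescence imaging after fixation.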
AID2073 = inhibitors of Mint1-CaV2.2 protein interaction, biochemical, HTRF (AID 2073); inhibition, % at 20 µM, or IC50 in µM where a hit was titrated; hit rate 0.19% among 290,000; HTRF protein-protein interaction, Mint1-CaV2.2; higher % means a stronger effect; in the data active = inhibition mostly above about 51%, no sharp cut-off; also: some results filed as inactive read as strong as hits
GPR55 activation = GPR55 agonists via beta-arrestin recruitment, primary screen, imaging, U2OS cells, beta-arrestin-GFP redistribution (AID 1961); U2OS GPR55 beta-arrestin-GFP redistribution imaging; higher % means a stronger effect; activation, % at 10 µM, or EC50 in µM where a hit was titrated; hit rate 0.048% among 290,000;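 active = activation above 40% with more than 50 cells counted in the well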;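 also: U2OS osteosarcoma cells stably expressing GPR55 and beta-arrestin-GFP; plate controls were DMSO negative control for no effect and LPI positive control for full effect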
M17LAP inhibition = P. falciparum M17LAP inhibitors, primary screen, biochemical, fluorogenic H-Leu-NHMec substrate, 1536-well (AID 1619); recombinant M17LAP, H-Leu-NHMec fluorogenic kinetic assay; higher % means a stronger effect; one-dose inhibition, % at 30 µM; IC50 in µM for titrated hits; hit rate 0.38% among 220,000;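 active = compound inhibiting the enzyme by more than half at any dose during confirmatory dose-response retesting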;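 also: plate controls were full reaction with DMSO carrier for no effect and no enzyme background for full effect; strong numbers were not always called active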
HEK293 NOD2/NF-kB = inhibition of NOD2-driven NF-kB reporter – cell-based, luminescence, uHTS, HEK293 (AID 1566); HEK293 NOD2/NF-kB luciferase reporter, luminescence; higher % means a stronger effect; one-dose inhibition, % at 4 µM; EC50 in µM for titrated hits; hit rate 0.63% among 290,000; also: many of its hits are not listed in these tables
NOD1 inhibition = NOD1 signaling inhibitors, primary screen, cell-based, luminescence, uHTS (AID 1578). NOD1-driven NF-kB luciferase reporter cells, luminescence; higher % means a stronger effect. inhibition, % at 4 µM; hits with a dose series show EC50 in µM. hit rate 1% among 290,000; in the data active = inhibition mostly above about 36%, no sharp cut-off; inactive = mostly below about 34%;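 also: HEK-293T reporter cells stimulated with the NOD1 agonist gamma-tri-DAP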
KOR beta-arrestin-1 = kappa opioid receptor blockers – cell-based, luminescence, uHTS (AID 1778) | KOR beta-arrestin recruitment, luminescence, antagonist mode; higher % means a stronger effect | inhibition, % at 10 µM; hits with a dose series show IC50 in µM | hit rate 0.091% among 290,000; also: strong numbers were not always called active
KOR beta-arrestin-2 = kappa opioid receptor activators – cell-based, luminescence, uHTS, primary screen (AID 1777); KOR beta-arrestin recruitment, luminescence; higher % means a stronger effect; one-dose activation, % at 10 µM; EC50 in µM for titrated hits; hit rate 0.02% among 280,000; in the data active = activation above about 50%, passing the limit was not always enough; also: a part of the inactive calls stands beside numbers as strong as those of hits
P. falciparum M1AAP = malaria alanyl aminopeptidase activity blockers – biochemical, fluorogenic H-Leu-NHMec substrate, 1536-well (AID 1445); recombinant M1AAP, H-Leu-NHMec fluorogenic kinetic assay; higher % means a stronger effect; hit rate 0.42% among 220,000; one-dose inhibition, % at 30 µM; IC50 in µM for titrated hits;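 active = primary inhibition above the hit cutoff, then over 50% inhibition at one or more dose response concentrations, cut at about 23% in these data, passing the limit was not always enough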;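 also: plate controls were DMSO full reaction for no effect and no enzyme background for full effect; strong numbers were not always called active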
Dynein cargo inh cytoplasmic EGFP = recorded beside Dynein cargo inh, whose call it bears; z-score; measured here: cytoplasmic GR-EGFP intensity; stronger effect = higher value
Dynein cargo inh nuclear GR-EGFP = also measured in Dynein cargo inh; calls as there; z-score; measured here: nuclear GR-EGFP intensity;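 lower value marks the stronger effect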
Dynein cargo inh cell count = further read-out of Dynein cargo inh, marked with its call; z-score; measured here: cell count per field
Starred values were filed as active, the others as inactive; . = not tested or not shown; [ ] = dose if it differs, or a comment. Rule as the data show it, unless noted: active = inhibition above about 50%; inactive = the rest. An excerpt; the hit share may differ from the screen's.

SMILES	Dynein cargo inh	Dynein cargo inh cytoplasmic EGFP	Dynein cargo inh nuclear GR-EGFP	Dynein cargo inh cell count	AID2073	GPR55 activation	M17LAP inhibition	HEK293 NOD2/NF-kB	NOD1 inhibition	KOR beta-arrestin-1	KOR beta-arrestin-2	P. falciparum M1AAP
Cn1c(N/N=C\c2cccc(O)c2)cc(=O)n(C)c1=O	0.23	-0.22	0.2	0.67	-5%	-0.2%	25%	-6%	-37%	-8%	-3.8%	8%
Cc1ccc(N(CC(=O)NCc2cccnc2)S(C)(=O)=O)cc1C	0.97	-0.21	0.3	-0.36	21%	-0.2%	6%	2%	-17%	0%	-2.3%	7%
O=C(c1cccc(Oc2ccc([N+](=O)[O-])cc2Cl)c1)N1CCOCC1	.	.	.	.	8%	0.3%	.	1%	-8%	-3%	6.2%	.
O=C(CN(Cc1ccccc1)S(=O)(=O)c1ccccc1)N1CCOCC1	0.099	-0.25	-0.6	-1.1	-2%	-0.1%	-1%	20%	16%	10%	-2.3%	0%
O=C(CSc1n[nH]c(-c2cccnc2)n1)Nc1ccc(Br)cc1	.	.	.	.	5%	-0.2%	.	12%	12%	-9%	0.1%	.
COc1cccc(CNC(=O)Cn2ncn3cccc3c2=O)c1OC	.	.	.	.	1%	-0.1%	.	1%	-29%	-2%[20 µM]	-1.0%	.
COc1cccc(C2CC(c3ccc(Cl)cc3)Nc3nc(N)nn32)c1 (stereo not drawn)	0.33	-0.22	0.34	0.53	2%	-0.1%	6%	8%	14%	-37%	-0.6%	0%
O=C(COC(=O)c1ccc(S(=O)(=O)N2CCCC2)cc1)NCc1ccco1	-0.13	-0.24	0.037	0.89	13%	-0.1%	-3%	-2%	-5%	15%	-0.3%	2%
Cc1ccc(NC(=O)COC(=O)c2cccnc2Cl)cc1S(=O)(=O)N1CCCCC1	-0.35	-0.35	0.24	-0.2	2%	-0.4%	3%	13%	0%	1%	-1.9%	8%
O=C(COc1ccc(Br)cc1Cl)N1CCN(c2ccccn2)CC1	.	.	.	.	-4%	-0.2%	.	11%	0%	22%	2.3%	.
O=C(NNC(=S)Nc1ccc(F)cc1)C1CC1c1ccc(Cl)cc1 (stereo not drawn)	-1	-0.25	0.059	0.21	-16%	-0.1%	-3%	0%	28%	-23%	0.6%	-18%
Cc1ccccc1/C=N/Nc1nc2ccccc2c(=O)n1O	-0.29	-0.24	0.74	-0.73	-37%	0.3%	8%	11%	5%	1%	2.5%	12%
CSc1ccccc1OCc1cc(C(=O)N(C)C2CCCc3ccccc32)no1 (stereo not drawn)	.	.	.	.	1%	-0.1%	.	2%	-21%	-12%	-5.7%	.
C/C(=N\NC(=O)c1ccc([N+](=O)[O-])cc1)c1cc2ccccc2oc1=O	-0.48	-0.11	-0.32	-0.57	-1%	0.5%	4%	9%	20%	29%	-3.8%	0%
CCOCc1nnc(NC(=O)COC)s1	-0.12	-0.23	0.71	1.9	-22%	-0.2%	1%	1%	-6%	-31%	6.4%	-7%
CCC(=O)Nc1sc(C(=O)N2CCCCC2)c(C)c1C#N	1.2	-0.15	1	-1	1%	-0.3%	-5%	7%	-24%	-28%	0.5%	-2%
O=C(Cc1ccc(F)cc1)NCC1CCCO1 (stereo not drawn)	0.53	-0.28	0.0051	-0.22	9%	0.2%	-1%	13%	-19%	-40%[20 µM]	.	-2%
CCOC(=O)c1sc(NC(=O)CSc2nnc(C)s2)c(C(=O)OCC)c1C	-1.1	-0.34	-0.5	0.96	-2%	-0.2%	6%	-5%	-51%	3%	2.3%	3%
COc1ccccc1NC(=O)c1cnc(SC)nc1	.	.	.	.	10%	-0.2%	.	1%	-6%	6%[20 µM]	-4.8%	.
COc1ccc(N2CCN(C3CC(=O)N(c4ccc5c(c4)OCCO5)C3=O)CC2)cc1 (stereo not drawn)	-0.31	-0.27	0.29	-0.71	23%	-0.2%	10%	-8%	-30%	16%	-0.1%	10%
O=C(Nn1cnc2ccccc2c1=O)C1CCCCC1	0.52	-0.16	0.81	0.37	1%	-0.1%	28%	0%	-22%	-25%	3.0%	2%
O=C(CCNS(=O)(=O)c1cccc2nsnc12)NCc1ccc(F)cc1	0.26	-0.26	0.021	-0.13	-6%	-0.3%	-12%	16%	-14%	-8%	-4.3%	-1%
CCCCCCCNC(=O)C1(CC2CC(c3ccc(Cl)cc3)=NO2)CCN(C(=O)C2CCCC2)CC1 (stereo not drawn)	.	.	.	.	-2%	-0.1%	.	-5%	-1%	11%[20 µM]	0.7%	.
COc1ccc(C)cc1NC(=O)n1ncc2cc(Cl)ccc21	.	.	.	.	15%	0.3%	.	22%	0%	-17%	-2.7%	.
c1ccc(CCn2nnnc2C(c2cccnc2)N2CCN(c3ccccc3)CC2)cc1 (stereo not drawn)	0.058	0.26	0.13	0.68	-5%	-0.3%	-2%	-8%	-16%	-3%	8.5%	-5%

3 compounds picked at random from those above:
SMILES	Dynein cargo inh	Dynein cargo inh cytoplasmic EGFP	Dynein cargo inh nuclear GR-EGFP	Dynein cargo inh cell count	AID2073	GPR55 activation	M17LAP inhibition	HEK293 NOD2/NF-kB	NOD1 inhibition	KOR beta-arrestin-1	KOR beta-arrestin-2	P. falciparum M1AAP
Cc1ccc(NC(=O)COC(=O)c2cccnc2Cl)cc1S(=O)(=O)N1CCCCC1	-0.35	-0.35	0.24	-0.2	2%	-0.4%	3%	13%	0%	1%	-1.9%	8%
COc1ccc(C)cc1NC(=O)n1ncc2cc(Cl)ccc21	.	.	.	.	15%	0.3%	.	22%	0%	-17%	-2.7%	.
Cn1c(N/N=C\c2cccc(O)c2)cc(=O)n(C)c1=O	0.23	-0.22	0.2	0.67	-5%	-0.2%	25%	-6%	-37%	-8%	-3.8%	8%

Following part.
SMILES	Dynein cargo inh	Dynein cargo inh cytoplasmic EGFP	Dynein cargo inh nuclear GR-EGFP	Dynein cargo inh cell count	AID2073	GPR55 activation	M17LAP inhibition	HEK293 NOD2/NF-kB	NOD1 inhibition	KOR beta-arrestin-1	KOR beta-arrestin-2	P. falciparum M1AAP
O=C(Cc1ccccc1F)Nc1cc(Cl)ccc1N1CCCC1	.	.	.	.	-9%	0.6%	.	10%	21%	4%	1.2%	.
CCOC(=O)c1c(-c2ccccc2)csc1NC(=O)C(C)NCCCN1CCOCC1 (stereo not drawn)	-0.3	-0.2	-0.3	0.77	-4%	0.5%	12%	19%	-18%	-24%	-3.6%	10%
O=C(COC(=O)Cc1ccccc1[N+](=O)[O-])NCc1ccccc1Cl	-0.75	-0.3	-0.69	0.75	-1%	-0.2%	14%	3%	-16%	-3%	-0.9%	9%
Cc1ccc(Cn2ccc(NC(=O)c3cc(-c4ccccc4)on3)n2)cc1	-0.53	-0.087	0.014	0.33	10%	0.0%	-6%	18%	-15%	4%	23%	1%
O=C(NN1C(=O)c2ccccc2NC1c1cccnc1)c1ccccc1 (stereo not drawn)	-1.5	-0.24	-0.7	1.2	14%	-0.4%	10%	8%	-20%	26%	1.2%	17%
Cc1ccccc1-c1ccc(CN2CCN(C)C(CCO)C2)cc1 (stereo not drawn)	.	.	.	.	-3%	-0.3%	.	-10%	-17%	8%[20 µM]	-3.0%	.
O=C(COc1cccc2cccnc12)NCC(F)(F)F	-1.4	-0.1	-0.6	1.1	2%	-0.2%	-4%	20%	-18%	16%	2.2%	-3%
O=C(NCc1cccnc1)NC1CCCN1S(=O)(=O)c1ccc(Cl)cc1 (stereo not drawn)	0.24	-0.08	0.17	-0.0023	-1%	0.3%	-5%	7%	-2%	32%	-0.1%	1%
CCOc1ccc(-c2c(C(=O)N/N=C/c3cccnc3)nnn2-c2nonc2N)cc1	.	.	.	.	7%	0.3%	.	-12%	-13%	-62%	10%	.
O=C(CSc1nnc(-c2ccc(O)cc2)n1Cc1ccco1)c1ccccc1	-0.57	-0.26	-0.12	0.1	-2%	-0.1%	5%	6%	4%	-52%	4.8%	1%
COc1ccc(C(C)=O)cc1COC(=O)c1cnc(C)cn1	0.31	-0.33	0.27	0.025	2%	1.6%	-1%	8%	12%	-50%	-3.6%	0%
COc1ccc(Nc2sc(C(=O)Nc3cccc(Cl)c3)c(N)c2C(=O)Nc2ccccc2OC)cc1	0.86	-0.25	0.59	-1.2	15%	-0.1%	9%	3%	-37%	-2%	-1.0%	4%
CCOc1ccccc1Nc1nnc(SCC(=O)Nc2cc(C)on2)s1	0.34	-0.089	0.36	0.027	-6%	0.7%	-1%	18%	48%	-20%	4.2%	0%
CCOCCCN(C)C1CCN(C(=O)c2oc3ccccc3c2NC(=O)c2ccc([N+](=O)[O-])cc2)CC1	.	.	.	.	0%	0.0%	.	-11%	0%	-10%	-0.9%	.
CC(C)/C=C1\CC/C(=C\c2ccc(N(C)C)cc2)C1=O	-2.2	17	1.3	-0.12	11%	-0.3%	-8%	-42%	-30%	20%	-2.7%	0%
COc1ccccc1C(CCN(Cc1ccccc1)C(C)=O)c1ccco1 (stereo not drawn)	-1.2	-0.77	-0.94	0.22	-5%	0.0%	0%	-6%	13%	18%	3.1%	1%
N#Cc1cc(Cl)c(NCC2CCCO2)cc1C#N (stereo not drawn)	.	.	.	.	14%	-0.2%	.	22%	83%*	-14%	-0.2%	.
O=C(Nc1nc(-c2cccc([N+](=O)[O-])c2)cs1)c1cccc([N+](=O)[O-])c1C(=O)O	0.5	-0.038	0.63	-1.1	-3%	0.3%	-2%	1%	-31%	-12%[20 µM]	.	5%
O=C(O)CSc1c2c(nc3cc(C(=O)Nc4ccc(F)c(Cl)c4)ccc13)CCCC2	.	.	.	.	19%	-0.4%	.	5%	5%	-58%	1.9%	.
CNC(=S)N(CCc1c(C)[nH]c2ccc(Cl)cc12)Cc1cccnc1	.	.	.	.	-13%	0.6%	.	-58%	46%*	-7%	-1.0%	.
CC(C)(C)c1cc(-c2ccccc2)n[nH]1	-1.3	-0.14	-0.39	0.75	-9%	-0.3%	-15%	19%	-1%	13%	0.0%	-1%

Among those listed so far, two have a cyano group:
SMILES	Dynein cargo inh	Dynein cargo inh cytoplasmic EGFP	Dynein cargo inh nuclear GR-EGFP	Dynein cargo inh cell count	AID2073	GPR55 activation	M17LAP inhibition	HEK293 NOD2/NF-kB	NOD1 inhibition	KOR beta-arrestin-1	KOR beta-arrestin-2	P. falciparum M1AAP
CCC(=O)Nc1sc(C(=O)N2CCCCC2)c(C)c1C#N	1.2	-0.15	1	-1	1%	-0.3%	-5%	7%	-24%	-28%	0.5%	-2%
N#Cc1cc(Cl)c(NCC2CCCO2)cc1C#N (stereo not drawn)	.	.	.	.	14%	-0.2%	.	22%	83%*	-14%	-0.2%	.
